From PubChem
TRAIL sens C8: viability loss with TRAIL in NB7+C8 cells, primary screen, TRAIL sensitizer project, cell-based, ATPlite luminescence; inhibition (viability loss, TRAIL sensitization), % at 10 µM; 360,000 compounds, 1% hits; AID 624354, 2012;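 active = compounds causing at least 50% loss of cell viability in the single-dose screen, relative to plate controls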
NCOA2 inhibitor: inhibition of GAL4-SRC2 driven luciferase reporter, primary screen, SRC2 inhibitor project, cell-based, luminescence | Nuclear receptor coactivator 2 (Homo sapiens), Q15596 | HEK293 GAL4-SRC2 luciferase reporter | inhibition, % at 9 µM | 370,000 compounds, 0.17% hits | AID 651957, 2012;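 active = inhibition above the mean inhibition of all tested compounds plus 3 SD, set per campaign, cut at about 52% in these data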;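 note: 0% = DMSO treated cells and 100% = cells given Gossypol at 36 µM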
TLR9-MyD88 block: inhibitors of TLR9-MyD88 association in cells, primary screen, cell-based, CHO, BLA complementation, fluorescence; CCF4 FRET ratio; Toll-like receptor 9 (Homo sapiens) + Myeloid differentiation primary response protein …; inhibition, % at 4.98 µM; 340,000 compounds, 0.21% hits; AID 504734, 2011;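 active = inhibition above the mean over all tested compounds plus 3 SD, cut at about 21% in these data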;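 note: 0% = DMSO only wells and 100% = clavulanate BLA inhibitor control wells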
NCOA1 inh: SRC1 coactivator transcriptional activity inhibitors, primary screen, cell-based, luminescence; AID 588354, 2011; Nuclear receptor coactivator 1 (Homo sapiens), Q15788; HEK293 GAL4-SRC1 luciferase reporter; inhibition, % at 3.6 µM; 360,000 compounds, 0.12% hits;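 active = inhibition above the campaign mean plus 3 SD, with each screening campaign given its own cutoff, cut at about 60% in these data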;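 note: 0% = DMSO treated cells and 100% = gossypol at 36 µM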
COUP-TFII inh: NR2F2 transcriptional activity inhibitors, primary screen, cell-based, luciferase reporter, HEK293T, luminescence | HEK293T NGFI-A luciferase reporter | inhibition, % at 8.6 µM | 370,000 compounds, 0.7% hits;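 active = inhibition above a per-plate cutoff, mean inhibition of test wells between control levels plus 3 SD, cut at about 38% in these data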;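 note: cells cotransfected with COUP-TFII expression vector driving the NGFI-A reporter; 0% = median of COUP-TF2 test wells and 100% = reporter-only cells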
Target sequence (P24468 whole entry, looked up): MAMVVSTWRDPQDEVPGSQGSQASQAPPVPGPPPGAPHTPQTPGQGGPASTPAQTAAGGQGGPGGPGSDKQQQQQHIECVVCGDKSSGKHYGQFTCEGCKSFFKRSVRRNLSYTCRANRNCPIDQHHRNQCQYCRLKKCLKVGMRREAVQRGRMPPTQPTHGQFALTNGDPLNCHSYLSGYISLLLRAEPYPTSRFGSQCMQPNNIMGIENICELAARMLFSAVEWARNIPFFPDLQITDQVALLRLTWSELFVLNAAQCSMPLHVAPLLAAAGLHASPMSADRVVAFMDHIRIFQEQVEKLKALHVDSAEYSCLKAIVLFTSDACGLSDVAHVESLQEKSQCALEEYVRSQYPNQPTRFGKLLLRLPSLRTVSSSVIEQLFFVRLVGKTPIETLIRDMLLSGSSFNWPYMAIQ
LMP1 NFkB inh: EBV LMP1-driven NF-kappaB luciferase reporter inhibitors, primary screen, cell-based, luminescence, single point | LMP1-induced NF-kappaB luciferase reporter cells | inhibition, % at 12.5 µM | 350,000 compounds, 0.69% hits | AID 504558, 2011; in the data active = inhibition above about 41%;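 note: 0% = neutral control wells and 100% = reference inhibitor control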
NCOA3 inh: SRC3 coactivator transcriptional activity inhibitors, primary screen, cell-based, luminescence. Nuclear receptor coactivator 3 (Homo sapiens), Q9Y6Q9. HEK293 GAL4-SRC3 luciferase reporter. inhibition, % at 3.6 µM. 360,000 compounds, 0.17% hits;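 active = inhibition above a per-campaign cutoff, the mean of all compounds plus 3 SD, cut at about 60% in these data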;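 note: 0% = DMSO-treated cells and 100% = gossypol-treated cells at 36 µM; higher means less SRC3-driven luciferase light from the GAL4 reporter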
TROY NFkB inh: inhibitors of TROY-driven NF-kB signaling, primary screen, Q293 LMP1-TROYcd cells, NF-kB luciferase, uHTS; inhibition, % at 10 µM; 360,000 compounds, 0.98% hits; Q293 LMP1-TROYcd NF-kB luciferase reporter, 4 h; AID 1347056, 2019;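 active = compounds whose plate-normalised and pattern-corrected inhibition of the luciferase reporter signal at the single screening dose is 50% or more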
NOD2 RIPK2 PPI: NOD2-RIPK2 binding disruptors in cells, primary screen, fluorescence, CHO cells, BLA complementation; 360,000 compounds, 0.38% hits; Receptor-interacting serine/threonine-protein kinase 2 (Homo sapiens), O43353; CCF4 ratio; AID 624267, 2012; inhibition, % at 4.98 µM; in the data active = inhibition above about 21%;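 note: 0% = vehicle only and 100% = reference blocker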
Target sequence (O43353 whole entry, looked up): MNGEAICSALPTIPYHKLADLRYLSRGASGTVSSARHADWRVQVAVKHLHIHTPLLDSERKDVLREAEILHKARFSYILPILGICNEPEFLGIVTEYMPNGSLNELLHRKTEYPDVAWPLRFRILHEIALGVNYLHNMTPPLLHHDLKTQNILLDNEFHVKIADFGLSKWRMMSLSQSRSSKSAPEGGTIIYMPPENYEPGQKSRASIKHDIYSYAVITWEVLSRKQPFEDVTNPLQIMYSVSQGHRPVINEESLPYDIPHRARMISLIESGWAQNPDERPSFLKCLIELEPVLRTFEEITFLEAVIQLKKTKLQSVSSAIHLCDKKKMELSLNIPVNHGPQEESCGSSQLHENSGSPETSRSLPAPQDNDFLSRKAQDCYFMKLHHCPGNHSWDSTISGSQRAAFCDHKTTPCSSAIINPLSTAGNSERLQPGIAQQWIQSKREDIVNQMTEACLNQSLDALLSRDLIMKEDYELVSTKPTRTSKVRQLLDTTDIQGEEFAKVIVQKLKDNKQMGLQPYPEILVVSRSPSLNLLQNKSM
NR5A2 inv ag: LRH-1 (NR5A2) inverse agonists, primary screen, cell-based, luminescence, HEK293T, StAR-luciferase reporter; Nuclear receptor subfamily 5 group A member 2 (Homo sapiens), O00482; LRH-1 transfected, 24 h; inhibition, % at 3.6 µM; 360,000 compounds, 0.13% hits; AID 602396, 2012;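 active = inhibition above the mean inhibition of all tested compounds plus 3 SD, cut at about 73% in these data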;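 note: 0% = DMSO wells and 100% = reporter-only cells lacking LRH-1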
TWEAK Fn14 block: inhibitors of TWEAK-Fn14 signaling, primary screen, luciferase reporter cells, uHTS. TWEAK-stimulated Fn14 reporter cells, luciferase luminescence, 8 h. inhibition, % at 10 µM. 360,000 compounds, 2% hits. AID 1159606, 2016; in the data active = inhibition above about 50%
* hit, by the source's call; / = no result given; & = joins results of further samples. These rows are one share of the data, so the mix of outcomes need not match the whole.

Results follow in this order: TRAIL sens C8, NCOA2 inhibitor, TLR9-MyD88 block, NCOA1 inh, COUP-TFII inh, LMP1 NFkB inh, NCOA3 inh, TROY NFkB inh, NOD2 RIPK2 PPI, NR5A2 inv ag, TWEAK Fn14 block
Cn1cnc(S(=O)(=O)NCc2ccccc2)c1
  -9, 7, 16, -20, -11, 0, 9, 4, -5, -13, 2
COc1ccc(S(=O)(=O)N2CCN(C(=O)c3cc(C)oc3C)CC2)cc1
  -6, 7, 6, 14, -19, -2, 13, -8, -7, 7, -10
O=C(CN1CCN(S(=O)(=O)c2ccc(F)cc2)CC1)Nc1ccc(Cl)cn1
  -4, -8, -12, 8, 14, 8, -5, 0, -5, 15, -11
CC(=O)c1ccc(NC(=O)C2CCCN(S(=O)(=O)c3c(C)[nH]c(=O)[nH]c3=O)C2)cc1 (stereo unspecified)
  -3, -4, -4, -10, 14, 4, 8, -12, -4, 7, -6
Cc1cc(F)c(F)c(C(=O)N2C(C)CCCC2C)c1Cl (stereo unspecified)
  -9, -6, -19, 15, 18, 4, 10, 12, 7, -9, -6
COc1ccccc1NC(=O)C(=O)N1CCCC1
  -10, -21, 0, 0, 0, -6, -6, -13, -2, 1, -5
O=C(COC(=O)c1cncc(Br)c1)Nc1ccc(N2CCCCC2)cc1
  -27, -15, -2, -20, -5, -2, -8, 2, 0, 11, 3
Cc1ccc(C)c(NC(=O)CN2C(=O)CC(C)S(=O)(=O)c3ccccc32)c1 (stereo unspecified)
  -8, -12, 1, -10, 2, 5, 2, -4, 2, -3, -3
Cc1cc(OCCCN2CCN(Cc3ccccc3)CC2)ccc1[N+](=O)[O-]
  5, 7, -3, -5, 6, 5, -2, 27, 5, -3, 0
Nn1c(SCC(=O)NC(=O)Nc2ccc3c(c2)OCCO3)nnc1C1CC1
  -3, -10, -1, -17, -15, -17, -5, -27, -3, -1, -10
O=C(c1cccc(Cl)c1)N1CCCC(c2ccc(Cl)cc2)=N1
  3, -18, -4, 5, -1, -2, 6, 8, 5, 57, -15
O=C(CCCc1ccccc1)N1CCN(c2ccc([N+](=O)[O-])cc2)CC1
  11, -21, -7, -13, 9, -3, 1, 18, -6, 16, 12
Cc1ccc(S(=O)(=O)N2C[C@@H]3[C@H]4CC[C@H](C4)[C@@H]3[C@@H](C)[C@@H]2c2ccn([Si](C(C)C)(C(C)C)C(C)C)c2)cc1
  -12, 9, -1, 0, -6, 4, 18, -5, -8, -1, -6
Cc1cc(C(O)c2ncc(-c3ccccc3C)[nH]2)ccc1F (stereo unspecified)
  -11, 8, /, -14, -14, /, -10, -38, -2, -16, -11
CC(=O)OCC(=O)NCC(=O)c1c[nH]c2ccccc12
  -6, 13, 1, 2, 1, -2, -1, 0, 4, 19, 13
CC(Oc1ccc(C#N)cc1)C(=O)Nc1ccc(-n2cnnn2)cc1 (stereo unspecified)
  -1, 15, -2, 1, -13, -4, 0, 11, 8, 5, 9
COC(=O)c1cc(OC)c(OC)cc1NC(=O)CSc1ccc(C)cc1
  -4, -1, -1, -13, 2, 10, 1, 21, -15, -9, -10
CC(NC(=O)c1ccc2c(=O)n3c(nc2c1)CCC3)c1ccc(S(N)(=O)=O)cc1 (stereo unspecified)
  -7, -9, 0, -41, 9, 2, -1, -15, 3, -12, -11
Cc1ccccc1Nc1nc2ccccc2s1
  22, -64, -1, -138, -71, -83, -67, -64, -6, -77, -8
C=CCSC1=C(C#N)C(c2ccc(OCC)cc2)CC(=O)N1 (stereo unspecified)
  2, -26, 8, -9, -2, 5, -14, -15, 4, -17, -10
Cc1nc(NC(=O)CSc2nc(N)cc(N)n2)sc1C
  -15, 8, -10, -8, -1, -2, -1, -10, 3, -4, -24
Cc1cc(C)c(S(=O)(=O)NCC(c2ccc3c(c2)OCO3)N2CCOCC2)c(C)c1 (stereo unspecified)
  -2, 7, 4, -2, -13, 3, -1, -3, -7, 0, -4
O=C1c2ccccc2C2NC(=O)C3(CCCCC3)N12 (stereo unspecified)
  -9, -37, -2, 0, 5, -1, 13, -14, -4, -7, 7
Cc1c(C)n(CC(O)CNCCO)c2ccccc12 (stereo unspecified)
  -3, -6, -5, 2, -2, 3, 1, 4, -5, 14, -4
COC(=O)c1sc(N2C(=O)C(=O)/C(=C(/O)c3ccccc3)C2c2ccco2)nc1C (stereo unspecified)
  -9, 5, 2, -1, -8, -9, 0, 3, 2, -3, 2
Cc1sc2nc(N3CCOCC3)[nH]c(=O)c2c1-c1ccccc1
  -2, -8, 9, 6, -12, -3, 16, -5, 5, 8, 9
Cc1ccc(S(=O)(=O)N(C)C)cc1NC(=S)NNC(=O)C(N)=O
  -9, 7, /, -4, 7, -5, 13, -3, -13, 11, -11
Cc1cccc(N=C2NC(=O)/C(=C/c3cccn3C)S2)c1
  -8, -33, 6, 2, 8, -6, -4, -20, 8, 8, -26
Cc1ccc(S(=O)(=O)N2CCOCC2)cc1NC(=O)Cn1ccsc1=N
  -3, 19, 4, 7, 2, -1, 6, 5, -2, 0, 1
O=C(CN1CCN(c2ccccc2F)CC1)Nc1ccccc1F
  -7, -29, -1, -28, 10, -10, 2, -11, -3, 2, 1
O=C(O)/C=C1\CCCc2ccccc2C1O (stereo unspecified)
  -15, 5&23, -8, 4, -10&-4, 6, -1, 1, -12, -4, -18
CC(=O)c1ccc(NC(=O)c2ccc(COc3ccccc3[N+](=O)[O-])o2)cc1
  7, -24, 1, -9, 2, 18, 23, 11, -2, -3, -6
O=C(/C=C\c1ccccc1[N+](=O)[O-])Nc1ccccc1
  5, -63, 4, -119, -35, -38, -77, -47, 3, -103, -15
CSc1ccccc1NC(=O)Cn1c([N+](=O)[O-])cnc1C
  1, -42, 1, 15, 9, 1, 16, 5, -23, 20, -2
COc1ccccc1CNC(=O)Cn1cc(Br)ccc1=O
  -19, 7, -2, -10, -3, -2, -5, -15, 2, -11, 11
CN=C(NC1CCCCC1)c1ccc(Cl)cc1
  -11, 3, -7, 11, 5, -5, 14, 13, 0, 4, 5
CCCN1CCN(c2ncnc3scc(C4COc5ccccc5O4)c23)CC1 (stereo unspecified)
  11, 25, 0, 22, 2, 5, 14, 2, 5, 10, 0
CCCSC1=N/C(=C\C=C\c2ccco2)C(=O)S1
  -6, 16, -1, -23, -5, 2, -22, 3, 5, 15, -3
Cc1noc(C)c1S(=O)(=O)N(CC(=O)NC1CCC(C)CC1)c1ccc(C(C)C)cc1 (stereo unspecified)
  17, -24, -8, 8, 11, 3, 2, -8, -5, 1, -15
CC(=O)Nc1cccc(N(C)S(C)(=O)=O)c1
  -17, 18, 5, -14, 4, 4, 14, -11, -7, 18, 3
c1ccc(NCc2ccccn2)cc1
  -2, -5, 9, -18, -17, -10, -17, -4, -6, -23, -5
S=C1NC2=C(CCC/C2=C\c2ccc(Cl)cc2)C(c2ccc(Cl)cc2)N1 (stereo unspecified)
  -5, 6, -11, -25, -9, -3, 21, 1, -1, -14, 13
O=C(N/N=C/c1cn(-c2ccccc2)nc1-c1ccc(F)cc1)c1ccc2c(c1)OCO2
  40, -28, 3, -15, -11, -14, -19, -14, 0, -44, 40
Clc1ccccc1CSc1nnc(-c2ccccn2)n1Cc1ccco1
  3, 2, 10, -33, 25, -7, -3, 3, -4, 10, 3

Among those listed so far, 5 contain an aryl thioether with sulfur outside any ring:
Results follow in this order: TRAIL sens C8, NCOA2 inhibitor, TLR9-MyD88 block, NCOA1 inh, COUP-TFII inh, LMP1 NFkB inh, NCOA3 inh, TROY NFkB inh, NOD2 RIPK2 PPI, NR5A2 inv ag, TWEAK Fn14 block
Nn1c(SCC(=O)NC(=O)Nc2ccc3c(c2)OCCO3)nnc1C1CC1
  -3, -10, -1, -17, -15, -17, -5, -27, -3, -1, -10
COC(=O)c1cc(OC)c(OC)cc1NC(=O)CSc1ccc(C)cc1
  -4, -1, -1, -13, 2, 10, 1, 21, -15, -9, -10
Cc1nc(NC(=O)CSc2nc(N)cc(N)n2)sc1C
  -15, 8, -10, -8, -1, -2, -1, -10, 3, -4, -24
CSc1ccccc1NC(=O)Cn1c([N+](=O)[O-])cnc1C
  1, -42, 1, 15, 9, 1, 16, 5, -23, 20, -2
Clc1ccccc1CSc1nnc(-c2ccccn2)n1Cc1ccco1
  3, 2, 10, -33, 25, -7, -3, 3, -4, 10, 3
